Screening results deposited in PubChem by several laboratories.
PfHsp40 yeast: rescue of yeast from PfHsp40 toxicity, primary screen, S. cerevisiae, ATP luminescence | growth rescue, % at 12.5 µM | 340,000 tested, 0.68% active | S. cerevisiae expressing PfHsp40, growth rescue; in the data active = growth rescue above about 28%, passing the limit was not always enough; inconclusive = no clear call, values can overlap the other calls;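 also: yeast W303a lacking pdr1 and pdr3 grown in galactose medium; growth measured after three days at 30 °C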
BoNT-A LC inh2: BoNT/A light chain protease inhibitors, primary screen, biochemical, flow cytometry, MLPCN library; 360,000 tested, 0.17% active; multiplex microsphere protease substrate cleavage; Botulinum neurotoxin type A light chain protease (Clostridium botulinum A str. ATCC 3502); inhibition, % at 10 µM; AID 588499, 2011; also: plate controls were buffer without enzyme for full effect and enzyme alone for no effect
PrPC surface inh: inhibitors of human cell surface prion protein PrPC, primary screen, cell-based, TR-FRET; TR-FRET read-out; inhibition, % at 13.8 µM; 370,000 tested, 0.43% active; in the data active = inhibition above about 24%; also: 0% = median of the test wells and 100% = reference compound wells
3CLpro inhibitor: SARS-CoV 3CLpro protease inhibitors, primary screen, biochemical, quenched FRET; 290,000 tested, 0.14% active; AID 1706, 2009; Replicase polyprotein 1ab (Severe acute respiratory syndrome coronavirus), P0C6X7; inhibition, % at 6 µM; recombinant SARS-CoV 3CLpro, quenched FRET peptide cleavage; in the data active = inhibition above about 12%
Yp Topo-I inh: Yersinia pestis topoisomerase I inhibitors, primary screen, biochemical, cleavage product accumulation, plate reader, single point | DNA topoisomerase I (Yersinia pestis CO92) | Y. pestis Topo-I cleavage product accumulation | activity, % at 10 µM | 360,000 tested, 0.064% active; in the data active = activity above about 50%, passing the limit was not always enough; inconclusive = no clear call, values can overlap the other calls; also: inactives centre near 2
TcdB inh: TcdB glycohydrolase inhibitors, primary screen, biochemical, single point, plate reader. 350,000 tested, 0.24% active. TcdB glycohydrolase enzymatic assay. inhibition, % at 9.99 µM. Toxin B (Clostridioides difficile), P18177; in the data active = inhibition above about 10%
Target sequence (P18177 whole entry, looked up): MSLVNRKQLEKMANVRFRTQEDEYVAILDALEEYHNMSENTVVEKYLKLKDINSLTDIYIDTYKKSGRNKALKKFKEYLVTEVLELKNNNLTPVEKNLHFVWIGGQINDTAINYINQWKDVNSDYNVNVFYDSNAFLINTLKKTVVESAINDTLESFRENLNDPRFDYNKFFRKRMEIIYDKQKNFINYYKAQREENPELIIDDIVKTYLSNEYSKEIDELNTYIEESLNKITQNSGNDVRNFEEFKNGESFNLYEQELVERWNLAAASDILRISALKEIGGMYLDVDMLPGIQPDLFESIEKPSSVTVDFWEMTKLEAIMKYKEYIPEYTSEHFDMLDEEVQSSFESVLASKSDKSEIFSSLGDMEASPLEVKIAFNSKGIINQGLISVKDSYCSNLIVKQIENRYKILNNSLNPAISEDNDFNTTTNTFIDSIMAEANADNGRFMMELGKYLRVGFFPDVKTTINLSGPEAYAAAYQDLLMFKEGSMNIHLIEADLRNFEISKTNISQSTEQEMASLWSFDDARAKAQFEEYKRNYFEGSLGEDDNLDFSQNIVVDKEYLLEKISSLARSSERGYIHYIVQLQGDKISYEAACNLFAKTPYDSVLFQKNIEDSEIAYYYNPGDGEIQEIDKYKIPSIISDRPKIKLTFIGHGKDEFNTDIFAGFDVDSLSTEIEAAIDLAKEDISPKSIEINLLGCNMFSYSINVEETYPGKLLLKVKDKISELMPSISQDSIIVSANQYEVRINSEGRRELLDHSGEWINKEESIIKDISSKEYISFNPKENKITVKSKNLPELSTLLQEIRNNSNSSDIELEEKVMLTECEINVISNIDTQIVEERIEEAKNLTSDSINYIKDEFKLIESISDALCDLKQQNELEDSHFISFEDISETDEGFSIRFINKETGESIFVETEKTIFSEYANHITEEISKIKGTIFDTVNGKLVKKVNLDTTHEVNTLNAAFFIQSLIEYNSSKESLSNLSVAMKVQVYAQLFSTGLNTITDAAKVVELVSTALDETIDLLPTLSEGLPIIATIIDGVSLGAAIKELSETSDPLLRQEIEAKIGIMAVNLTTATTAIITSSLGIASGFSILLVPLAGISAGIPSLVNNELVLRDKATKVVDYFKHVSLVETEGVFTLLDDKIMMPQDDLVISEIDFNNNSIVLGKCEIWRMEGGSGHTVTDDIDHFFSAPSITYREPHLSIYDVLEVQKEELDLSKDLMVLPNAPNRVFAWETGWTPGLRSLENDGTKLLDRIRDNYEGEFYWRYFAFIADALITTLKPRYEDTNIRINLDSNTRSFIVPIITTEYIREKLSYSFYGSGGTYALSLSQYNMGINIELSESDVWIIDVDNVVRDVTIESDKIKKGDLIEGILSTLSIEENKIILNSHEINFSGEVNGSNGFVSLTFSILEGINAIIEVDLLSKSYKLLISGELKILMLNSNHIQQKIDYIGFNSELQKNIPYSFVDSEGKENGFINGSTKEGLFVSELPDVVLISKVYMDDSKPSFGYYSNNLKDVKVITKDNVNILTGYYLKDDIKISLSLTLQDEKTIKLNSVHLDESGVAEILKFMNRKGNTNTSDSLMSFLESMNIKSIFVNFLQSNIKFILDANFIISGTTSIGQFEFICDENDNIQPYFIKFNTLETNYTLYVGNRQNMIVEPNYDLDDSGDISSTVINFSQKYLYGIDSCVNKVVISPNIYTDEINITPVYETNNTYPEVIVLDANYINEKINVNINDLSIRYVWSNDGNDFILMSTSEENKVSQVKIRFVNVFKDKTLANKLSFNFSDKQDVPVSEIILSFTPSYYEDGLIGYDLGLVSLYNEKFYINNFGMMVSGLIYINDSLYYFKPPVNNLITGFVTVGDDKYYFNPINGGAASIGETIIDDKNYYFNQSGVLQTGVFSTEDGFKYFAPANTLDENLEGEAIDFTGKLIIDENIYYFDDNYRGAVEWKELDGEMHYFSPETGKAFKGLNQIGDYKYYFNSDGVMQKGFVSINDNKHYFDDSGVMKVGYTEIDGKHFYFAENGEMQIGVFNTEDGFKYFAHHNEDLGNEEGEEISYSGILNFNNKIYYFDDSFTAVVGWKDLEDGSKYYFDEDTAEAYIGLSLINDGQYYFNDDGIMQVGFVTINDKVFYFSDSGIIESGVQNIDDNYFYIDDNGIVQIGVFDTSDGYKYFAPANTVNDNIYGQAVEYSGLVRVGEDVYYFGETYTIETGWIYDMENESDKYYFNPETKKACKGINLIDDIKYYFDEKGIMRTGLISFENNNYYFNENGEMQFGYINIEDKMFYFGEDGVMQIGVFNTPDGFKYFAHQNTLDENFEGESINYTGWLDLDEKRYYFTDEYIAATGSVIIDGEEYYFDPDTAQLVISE
BH1578 lux ind: inducers of Vibrio cholerae quorum light production without autoinducers, primary screen, BH1578 luxS cqsA deficient, single point; V. cholerae BH1578 lux reporter, luminescence, 6 h; activation, % at 18.7 µM; 350,000 tested, 0.16% active; in the data active = activation mostly above about 9.7%, no sharp cut-off; inconclusive = no clear call, values can overlap the other calls; inactive = mostly below about 3.7%; also: not every result past the cut was called active; inactives centre near 0; reference of the scale not given here
Anthrax LF inh2: Bacillus anthracis LF protease inhibitors, primary screen, biochemical, multiplex microsphere, MLPCN library; Lethal factor (Bacillus anthracis), P15917; multiplex microsphere protease cleavage assay; inhibition, % at 10 µM; 360,000 tested, 0.12% active; AID 588501, 2011; also: plate controls were buffer without enzyme for full effect and enzyme alone for no effect
PriA SSB inh: inhibitors of Klebsiella pneumoniae PriA binding to SSB C-terminal tail, primary screen, biochemical, AlphaScreen; 430,000 tested, 0.6% active; AlphaScreen SSBct-PriA binding, biotinylated peptide; PriA–SSB C-terminal tail interaction (Klebsiella pneumoniae); inhibition, % at 33 µM; AID 1272365, 2023; in the data active = inhibition mostly above about 37%, no sharp cut-off; inactive = mostly below about 20%;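 also: plate controls were negative control peptide for no effect and reference peptide for full effect; strong numbers were not always called active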
Starred values were filed as active, the others as inactive; i = inactive; ? = inconclusive; · = not tested or not shown; & = joins results of further samples. Rule as the data show it, unless noted: active = inhibition above about 30%; inconclusive = no clear call, values can overlap the other calls; inactive = below that.

SMILES	PfHsp40 yeast	BoNT-A LC inh2	PrPC surface inh	3CLpro inhibitor	Yp Topo-I inh	TcdB inh	BH1578 lux ind	Anthrax LF inh2	PriA SSB inh
COC(=O)c1ccc(NC(=O)Nc2ccc(F)cc2)cc1	-0.5	0.4	23	-7	-13	·	·	-7	-22
Cc1ccccc1-n1c(C)cc(/C=C2/C(=O)NC(=O)N(Cc3ccco3)C2=O)c1C	1.8	0.4	10	-3	-5	0.8	-0.3	-1	5
CCCC(C)(C)C(=O)N1CCC1(C)C(=O)Nc1ccc2c(c1)OCCO2 (stereo not given)	·	0.1	7	·	5	-3.1	-1.2	1	·
COc1ccc(Br)cc1C(=O)Nc1ccccc1-c1ccccc1	0.9	-15	2	-5	-1	0.6	i	-3	-31
COc1ccc(O)c(-c2cc(-c3ccccc3Cl)[nH]n2)c1	18	-2.6	-3	2	-23	1.4	-0.4	6	6
COc1ccccc1N1C(N)=NC(N)=NC1(C)C	0.2	0.3&-0.4	-1&0	-1	-8&-2	0.0	-0.3&-7.1	-3&-2	0
Cc1ccc(S(=O)(=O)N(C)C)cc1NC(=O)COC(=O)C1CC(=O)N(c2ccc3c(c2)OCCO3)C1 (stereo not given)	-0.8	-105	1	·	7	2.4	8.3	-25	-1
O=C1C2CCc3ccccc3C2N1c1ccccc1 (stereo not given)	-1.9	0.2	-5	·	5	·	-2.8	-5	-19
O=C(O)c1cnn(-c2ccccc2)c1C(F)(F)F	0.6	-0.4	10	0	-2	-0.3	i	-2	-15
Cc1ccc(C(=O)Nc2nc(C)c(C(=O)N(C)C)s2)o1	-1.0	-0.3	0	-1	10	-0.2	-0.4	-2	-2
Cc1ccc(N2C(=O)[C@@H]3[C@H](C2=O)[C@H]2C=CC=NN2[C@@H]3C(=O)Nc2ccc(Cl)cc2)cc1	0.5	-0.1	7	4	-10	·	-0.3	-6	1
COc1ccc(C)cc1NC(=S)N1CCN(S(C)(=O)=O)CC1	-0.1	0.3	0	5	-3	·	-1.0	0	-15
O=C(O)c1ccc(N2C(=O)/C(=C/C=C/c3ccccc3)SC2=S)cc1	0.6	1.7	-5	0	-7	0.1	-0.2	2	3
COc1cc(OC)c(C(=O)NCCCN2CCOCC2)cc1OC	-0.9	0.1	-6	3	7	0.8	2.2	-5	7
Clc1ccc(-n2nnnc2CN2CCOCC2)cc1Cl	-1.5	0.0	-6	-7	-3	·	i	2	-20
C#CCOCCOCCOCCNc1nc(N2CCN(C(=O)C(Cc3cc4ccccc4[nH]3)n3cc(C(N)C(C)CC)nn3)CC2)nc(N2CCN(C(=O)C(Cc3cc4ccccc4[nH]3)n3cc(C(N)C(C)CC)nn3)CC2)n1 (stereo not given)	0.5	-0.1	·	5	-7	·	-3.6	-13	43*
CCOCCCN1C(=O)C(O)=C(C(C)=O)C1c1cccs1 (stereo not given)	1.8	1.8	9	2	9	·	-1.4	-3	-1
CCOC(=O)CCCCCC(=O)Nc1ccc2c(c1)C(=O)N([C@@H](C)CO)C[C@@H](C)[C@H](CN(C)C(=O)c1ccncc1)OCCCC[C@H](C)O2	·	0.1	1	·	18	-0.2	-0.6	-1	·
COc1c(S(=O)(=O)N2CCCCC2)ccc2c(S(=O)(=O)N3CCCCC3)cccc12	-0.8	0.2	0	6	6	·	-0.7	0	-15
COc1ccc(NS(=O)(=O)c2cc(C(=O)N3CCN(C(C)=O)CC3)ccc2Cl)cc1	-0.5	-0.8	3	5	-14	1.0	-0.1	-12	-4
COc1ccc(CNC(=O)CCSCc2cccc(F)c2)cc1	1.2	1.1	0	6	-5	0.7	-0.6	-17	-6
COC(=O)CCCN=C1SCCN1Cc1ccccc1	-0.2	-2.3	-5	-1	2	-3.9	i	-4	2
Cc1ccn2cc(CCNS(=O)(=O)c3ccc([N+](=O)[O-])cc3)nc2c1	0.8	0.8	-37	-6	-1	0.1	0.4	-4	-5
CCCCNC(=O)C1CCCNC1=O (stereo not given)	-0.9	2.0	-3	2	-2	·	-1.7	-3	2
Cc1c(C(=O)NCc2ccc3c(c2)OCCO3)sc(=O)n1Cc1ccccc1C(F)(F)F	·	0.3	-5	·	12	1.2	-0.1	-6	·
COc1ccc2c(C)cc(SCC(=O)Nc3nsc(-c4ccc(C)cc4)n3)nc2c1	-1.2	0.6	7	-2	-9	1.1	-0.1	-5	-4
CC(Oc1ccc([N+](=O)[O-])cc1)C(=O)NCCCN1CCOCC1 (stereo not given)	-1.0	-2.8	-10	-5	7	-0.9	-0.7	3	-9
N#Cc1ccccc1S(=O)(=O)N1CCN(C(=O)CN(Cc2ccco2)Cc2cccs2)CC1	·	-0.2	4	·	29	1.2	0.0	-8	·
c1csc(-c2nnc(-c3ccc(N4CCOCC4)cc3)o2)c1	0.1	0.7	0	2	0	·	-6.2	-2	-15
O=C(c1sccc1Cl)N1CCN(Cc2ccc3c(c2)OCO3)CC1	-0.9	?	-2	4	3	1.0	i	-16	-12
CC(O)CNc1nc(NCc2ccccc2)c2cnn(C)c2n1 (stereo not given)	0.0	0.2	-9	6	0	1.7	1.1	-1	4
Cc1ccc(O)c(C(=O)/C=C/c2ccc3c(c2)OCCO3)c1	-1.0	1.3	0	0	-22	-0.2	0.5	-4	-2
CCc1nc2c(OCc3ccc(F)cc3)cccn2c1N(C)C(=O)c1ccco1	·	-0.2	-6	·	11	-0.1	-0.3	-4	·
NC(N)=N/N=C/c1cn(-c2ccccc2)nc1-c1cccs1	0.9	-0.5	27*	-4	-34	4.8	-0.1	-4	·
Nc1nnnn1/N=C/C=C/c1ccccc1	0.2	0.6	-19	-3	-4	·	i	4	·
CC(C)n1nc(C(=O)Nc2nc3ccccc3[nH]2)c2ccccc2c1=O	0.5	-1.5	-3	1	2	0.3	-0.4	-13	3
CCCn1cnc2cc(NCc3ccc(Br)cc3)ccc21	0.9	-5.6	9	1	3	-0.4	0.8	4	36
CCOC(=O)c1cc(S(=O)(=O)NC2CCCCC2)cn1C	0.8	0.7	8	0	-6	1.9	-0.2	0	0
CC(=NNc1nc2ccccc2o1)c1cc2ccccc2cn1	-0.2	51*	27*	·	23	0.5	i	59*	41*
CN=C1CC(SC)=C1c1ccc(C)cc1	-0.4	2.8	2	0	2	·	i	3	3

A draw from above in order of formula weight, lowest first:
SMILES	PfHsp40 yeast	BoNT-A LC inh2	PrPC surface inh	3CLpro inhibitor	Yp Topo-I inh	TcdB inh	BH1578 lux ind	Anthrax LF inh2	PriA SSB inh
CN=C1CC(SC)=C1c1ccc(C)cc1	-0.4	2.8	2	0	2	·	i	3	3
Cc1ccc(O)c(C(=O)/C=C/c2ccc3c(c2)OCCO3)c1	-1.0	1.3	0	0	-22	-0.2	0.5	-4	-2
CC(=NNc1nc2ccccc2o1)c1cc2ccccc2cn1	-0.2	51*	27*	·	23	0.5	i	59*	41*
NC(N)=N/N=C/c1cn(-c2ccccc2)nc1-c1cccs1	0.9	-0.5	27*	-4	-34	4.8	-0.1	-4	·
CC(O)CNc1nc(NCc2ccccc2)c2cnn(C)c2n1 (stereo not given)	0.0	0.2	-9	6	0	1.7	1.1	-1	4
CCOC(=O)c1cc(S(=O)(=O)NC2CCCCC2)cn1C	0.8	0.7	8	0	-6	1.9	-0.2	0	0
CC(Oc1ccc([N+](=O)[O-])cc1)C(=O)NCCCN1CCOCC1 (stereo not given)	-1.0	-2.8	-10	-5	7	-0.9	-0.7	3	-9
CCCn1cnc2cc(NCc3ccc(Br)cc3)ccc21	0.9	-5.6	9	1	3	-0.4	0.8	4	36
CC(C)n1nc(C(=O)Nc2nc3ccccc3[nH]2)c2ccccc2c1=O	0.5	-1.5	-3	1	2	0.3	-0.4	-13	3
O=C(c1sccc1Cl)N1CCN(Cc2ccc3c(c2)OCO3)CC1	-0.9	?	-2	4	3	1.0	i	-16	-12
CCc1nc2c(OCc3ccc(F)cc3)cccn2c1N(C)C(=O)c1ccco1	·	-0.2	-6	·	11	-0.1	-0.3	-4	·

Additional results follow:
SMILES	PfHsp40 yeast	BoNT-A LC inh2	PrPC surface inh	3CLpro inhibitor	Yp Topo-I inh	TcdB inh	BH1578 lux ind	Anthrax LF inh2	PriA SSB inh
CC(=O)NC1CC2CCCC(C1)N2C(=O)Nc1ccccc1 (stereo not given)	-0.3	-0.4	-3	-4	1	·	0.3	-5	-9
O=C(CSc1nnc2ccc(-c3ccco3)nn12)Nc1ccccc1F	1.3	0.8	-8	·	-10	-1.5	i	0	2
CCCCc1cc(=O)oc2cc(OCC(=O)NC(Cc3c[nH]c4ccc(O)cc34)C(=O)O)ccc12 (stereo not given)	1.4	-0.4	1	4	0	4.1	-0.4	-3	4
Cc1ccc(C(O)c2nc3ccccc3n2C(C)C)cc1 (stereo not given)	-0.5	0.2	3	-4	-3	·	0.1	2	2
CCOc1ccccc1-c1cc(NC)ncn1	·	0.3	2	·	5	1.6	i	-3	·
CCn1c(-c2ccccn2)nc2cc(S(=O)(=O)N(C)C)ccc21	0.3	-1.4	-5	-4	-1	1.6	3.1	4	-3
COC(=O)C1=C(c2cccc(C#N)c2)C[C@@H]2CC[C@H]1N2C(=O)N1CCC(O)CC1	-1.4	-1.1	7	·	0	3.9	-0.8	-5	-3
CC(C)[C@H](NC(=O)NC1CCCc2ccccc21)C(=O)O (stereo not given in full)	0.0	1.0	-6	2	6	·	i	-1	-22
CCOc1ccc(N(CC(=O)NC2CCCCC2)C(=O)CCC(=O)Nc2cc(C)ccn2)cc1	1.3	0.0	8	4	9	0.2	-0.3	0	3
CCC(C)n1c(SCC(=O)Nc2ccc3[nH]c(=O)[nH]c3c2)nc2ccccc2c1=O (stereo not given)	1.3	4.1	2	·	-1	1.1	i	-2	-11
CCOc1ccc(N(CC(=O)NCc2ccc(F)cc2)S(=O)(=O)c2c(C)noc2C)cc1	-0.5	-0.1	-3	-2	-5	0.1	-0.2	-2	-6
CCOC(=O)c1cn2ccc(C)cc2n1	0.8	-1.6	3	2	5	-0.9	-0.3	-5	-4
O=C(COC(=O)c1cnccn1)Nc1ccc(Cl)cc1C(F)(F)F	-0.5	-0.4	6	·	3	1.6	i	-5	-7
Cc1ccc(C(OCC(O)CN2CCCCC2CO)c2ccccc2)cc1 (stereo not given)	-0.7	-0.5	-12	2	4	0.7	-0.5	0	-13
CCOc1ccc(NC(=O)C2CCCN(S(=O)(=O)c3ccc(-n4cnnn4)cc3)C2)cc1 (stereo not given)	1.3	-0.7	-8	2	0	-2.1	-0.2	0	-16
COC(=O)CN1C(=O)[C@@H]2[C@H](C1=O)[C@@H]1CC(C(=O)OC)=C[C@@H](C(=O)OC)[C@@H]3C1=C(C(=O)[C@@]3(C)NC(=O)c1ccccc1)[C@@H]2C	-1.6	0.4	5	·	6	0.6	-0.8	-4	-5
CCN(Cc1ccccc1)S(=O)(=O)c1c(C)n(C)c(=O)n(C)c1=O	0.6	·	3	·	-1	1.2	-0.3	·	7
O=C(NCc1ccco1)c1cnc2n(c1=O)CCS2	0.9	0.5	-7	-3	5	·	-1.0	0	5&-6
O=C(NNC(=O)c1ccco1)c1csc(N2CCOCC2)n1	-0.5	·	5	·	-6	-1.6	i	·	-1

Not all compounds are listed, so the mix of outcomes need not match the whole.
